rmGlu8 calcium flux: rat mGlu8 modulation via Gqi9 calcium signal, confirmation, counter-screen for GIRK activator project, cell-based, HEK293 rmGlu8, Gqi9 chimera. HEK293 rmGlu8/Gqi9 calcium flux, Fluo-4 fluorescence; glutamate at EC20 added after compound. 4% of 2,100 active. AID 623869. calls only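 (single compound addition from 20 µM solution with 0.2% DMSO)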;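 active means calcium fluorescence trace judged by eye to show a response, as agonist, enhancer of the glutamate response, or inhibitor; inactive means trace judged by eye to show no response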
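system = HEK-293 cells stably expressing rat mGlu8, plus transient chimeric Gqi9 | measured by = Fluo-4 calcium fluorescence, 1 Hz | timing = compound pre-exposure 4 min, post-glutamate read 2 min | measure = F/F0 fluorescence traces judged visually for each well | medium = HEPES-buffered HBSS at pH 7.4 | doses = single compound addition from 20 µM solution, 0.2% DMSO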
Calls only; i = inactive. Only part of the results is shown; count on the stated rates, not on these rows.

SMILES	rmGlu8 calcium flux
Cc1ccccc1C1=NCC(=S)Nc2ccc(Cl)cc21	i
CCN(CC)CCNCC(=O)Nc1ccc(Cl)cc1C(=O)c1ccccc1	i

Bioassay records: PubChem, Vanderbilt High Throughput Screening Facility
